# Screening data deposited in PubChem by several laboratories.
# APP transl inh – APP translation inhibition; SH-SY5Y APP 5'UTR-luciferase reporter, luminescence; inhibition, % at 2 µM; actives 0.82% (n = 190,000);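 active = inhibition above a set limit, derived from the sample mean plus 3 SD, cut at about 45% in these data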; note: values of inactives mirror those of a sister screen read the other way
# Hsp70 act – Hsp70 transcriptional activation, primary screen. activation, % at 10 µM. actives 0.04% (n = 200,000). AID 1203. HeLa Hsp70 promoter luciferase reporter, luminescence; scaled: vehicle 0, proteasome-inhibitor control 100%;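 active = activation above the mean across all tested compounds plus 3 SD, cutoff set per campaign, cut at about 5.5% in these data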;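 note: 100% = MG132 at 30 µM as the positive control and 0% = DMSO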
# G6PDH counter – L. mesenteroides G6PDH inhibition counter-screen; Purified L. mesenteroides G6PDH, diaphorase/resazurin coupled fluorescence, 45 min; inhibition, % at 5 µM; actives 0.12% (n = 200,000); AID 1020; in the data active = inhibition above about 50%
# STAT1 blocker – inhibitors of IFN-gamma induced STAT1 signaling | NIH 3T3 STAT1-luciferase reporter, luminescence | inhibition, % at 5.5 µM | actives 0.35% (n = 200,000);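 active = inhibition above a set limit, the mean inhibition across all tested compounds plus 3 SD, cut at about 34% in these data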;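 note: 0% = IFN-gamma with DMSO and 100% = IFN-gamma with 300 µM nifuroxazide; values of inactives mirror those of a sister screen read the other way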
# TLR4 MyD88 comp – blocks binding of human TLR4 to MyD88; HeLa CL3-4 TLR4/MyD88 BLA complementation, FRET ratio; inhibition, % at 8.4 µM; actives 0.18% (n = 200,000); AID 861; in the data active = inhibition above about 25%;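 note: 0% = vehicle and 100% = reference inhibitor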
# Target sequence (O00206 whole entry, looked up): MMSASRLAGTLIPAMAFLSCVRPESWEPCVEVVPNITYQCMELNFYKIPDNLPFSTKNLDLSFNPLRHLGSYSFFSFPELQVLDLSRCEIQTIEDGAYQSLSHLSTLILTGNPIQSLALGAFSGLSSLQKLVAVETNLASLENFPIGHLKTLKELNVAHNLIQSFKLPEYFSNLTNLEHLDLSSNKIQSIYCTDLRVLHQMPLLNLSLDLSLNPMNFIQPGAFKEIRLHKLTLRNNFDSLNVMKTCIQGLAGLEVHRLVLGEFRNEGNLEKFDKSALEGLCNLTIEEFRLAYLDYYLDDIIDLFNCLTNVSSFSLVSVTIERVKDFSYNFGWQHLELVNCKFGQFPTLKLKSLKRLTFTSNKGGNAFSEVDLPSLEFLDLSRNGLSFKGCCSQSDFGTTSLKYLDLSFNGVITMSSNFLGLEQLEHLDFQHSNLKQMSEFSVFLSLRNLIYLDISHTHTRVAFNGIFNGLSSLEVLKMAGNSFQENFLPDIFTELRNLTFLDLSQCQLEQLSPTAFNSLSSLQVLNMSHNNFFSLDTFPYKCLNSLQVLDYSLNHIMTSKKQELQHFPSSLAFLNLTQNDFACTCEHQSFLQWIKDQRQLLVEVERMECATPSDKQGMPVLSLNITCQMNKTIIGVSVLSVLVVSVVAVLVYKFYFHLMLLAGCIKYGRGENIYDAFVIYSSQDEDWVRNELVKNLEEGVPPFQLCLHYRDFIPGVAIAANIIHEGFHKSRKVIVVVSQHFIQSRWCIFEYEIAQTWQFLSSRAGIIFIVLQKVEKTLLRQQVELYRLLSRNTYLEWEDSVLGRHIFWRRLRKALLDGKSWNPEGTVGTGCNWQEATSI
# Target sequence (Q99836 whole entry, looked up): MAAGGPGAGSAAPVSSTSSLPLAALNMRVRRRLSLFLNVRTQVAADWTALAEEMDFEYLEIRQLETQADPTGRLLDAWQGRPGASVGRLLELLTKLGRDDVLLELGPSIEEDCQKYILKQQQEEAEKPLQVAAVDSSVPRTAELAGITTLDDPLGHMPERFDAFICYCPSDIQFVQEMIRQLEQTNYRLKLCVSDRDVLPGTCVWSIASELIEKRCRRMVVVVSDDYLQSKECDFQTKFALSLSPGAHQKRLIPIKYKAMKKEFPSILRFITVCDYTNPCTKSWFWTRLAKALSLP
# Diaphorase act – diaphorase activation or chemical reduction counter-screen. Diaphorase/resazurin coupled assay, resorufin fluorescence, 16 min; hits give high values; 1 = vehicle wells, 0 = NADH-free wells. activation factor at 20 µM. actives 0.005% (n = 190,000). AID 1229;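 active = diaphorase activity raised at least twofold by the compound at 20 µM; inactive = activation factor below 2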
#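 Test system: Clostridium kluyveri diaphorase, purified enzyme; input: enzyme 0.07 U/mL final; buffer or medium: 50 mM HEPES pH 7.4 with 4.542 mM MgCl2, 0.005% Tween 20; also added: 0.114 mM NADH and 0.1 mM resazurin, final amounts; schedule: 16 min enzyme reaction, ambient temperature; technique: fluorescence of resorufin, 544 nm excitation, 590 nm emission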
# STAT3 act – increases IL-6 driven STAT3 reporter signal. U3A cells, IL-6 STAT3-luciferase reporter, luminescence; 100% = signal with IL-6 EC80 alone. activation (% of control), % at 5.6 µM. actives 0.91% (n = 190,000);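 active = activation above the screen-wide mean of compound activation plus 3 SD, cut at about 130% in these data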;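 note: 0% = background luminescence of wells with medium and substrate only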
#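 Detection: reporter luminescence signal / Assay system: STAT1-lacking human U3A cells, STAT3 luciferase reporter / Incubation: compound pre-incubation 1 h before IL-6, then 6 h stimulation at 37 °C / Control set: IL-6-only high control / Read-out: % activation relative to IL-6 control / Probe or stimulus: Interleukin-6, 33 ng/mL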
# STAT1 act – activators of IFN-gamma induced STAT1 signaling | NIH 3T3 STAT1-luciferase reporter, luminescence; 100% = IFN-gamma alone, no compound | activation (% of control), % at 5.5 µM | actives 2.6% (n = 200,000);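 active = activation above the screen-wide mean activation plus 3 SD, cut at about 130% in these data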;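 note: raw ratio to IFN-gamma control signal so 100% means no change and 0% no light; values of inactives mirror those of a sister screen read the other way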
# STAT3 blocker – reduces IL-6 driven STAT3 reporter signal. actives 0.89% (n = 190,000). inhibition, % at 5.5 µM. U3A cells, IL-6 STAT3-luciferase reporter, luminescence; host cell line lacks STAT1;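 active = inhibition above the mean inhibition across all screened compounds plus 3 SD, cut at about 44% in these data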;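 note: 0% = DMSO only wells and 100% = 100 µM nifuroxazide control wells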
# Diaphorase inh – inhibits diaphorase or chemically oxidizes, flagging diaphorase assay artifacts | diaphorase resazurin-to-resorufin fluorescence, NADH, 16 min; bacterial (C. kluyveri) enzyme, not human | inhibition, % at 20 µM | actives 0.69% (n = 190,000);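 active = primary screen inhibition at 20 µM above a set limit, cut at about 50% in these data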;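 note: plate controls were DMSO with full reaction for no effect and wells lacking NADH for full effect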
#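 Assay system – diaphorase enzyme from Clostridium kluyveri · Amount – diaphorase 0.14 U/mL (working solution) · Times – reaction incubation of 16 min at room temperature · Controls – No-NADH positive control and DMSO neutral control · Signal – resorufin fluorescence 544/590 nm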
# Numbers without * were called inactive; . = not tested or not shown.
# Each structure is followed by: APP transl inh	Hsp70 act	G6PDH counter	STAT1 blocker	TLR4 MyD88 comp	Diaphorase act	STAT3 act	STAT1 act	STAT3 blocker	Diaphorase inh
> C/C(=N/NC(=O)CNC(=O)c1ccccc1F)c1ccc2c(c1)CCCC2
  -17	-0.4	-5	4	-8	1	97	97	5	-1
> CC(=O)c1cnc(-c2ccccc2)s1
  5	-0.3	4	-17	-3	1	95	116	8	5
> Nc1ccccc1C(=O)N/N=C1/C2CN3CCN(C2)CC1(Cc1ccccc1)C3
  -25	0.5	0	-16	-1	0.9	106	113	-5	12
> CCO[C@@H]1OC(C(=O)N2CCCCCCC2)=C[C@H](C2CCCCC2)[C@H]1CCCO
  -16	0.2	21	9	-3	0.7	.	93	.	30
> N#CC1=C(N)NC(=S)C(C(N)=O)C1c1ccc(Cl)cc1Cl (centres undefined)
  14	-0.1	0	-8	10	0.9	113	104	-10	6
> COc1ccc(S(=O)(=O)N2CCC(=O)N2)cc1
  -2	0.1	3	5	6	0.9	102	96	9	10
> CN(Cc1ccc(-n2cccn2)cc1)Cc1nc(-c2cnccn2)no1
  -4	0.1	13	-6	8	1	105	104	6	0
> CN1CCOC(=O)/C1=N/Nc1cc(Cl)ccc1Cl
  6	0.0	-1	2	9	0.9	99	97	6	8
> COc1cccc(NC(=O)CNC(=O)c2ccc(F)cc2)c1
  -6	-0.2	-6	-5	5	0.9	100	106	4	7
> Cc1cc(C)c2c(=O)[nH]c(SCC(=O)N3CCCCC3)nc2n1
  25	-0.3	0	-4	-2	0.8	102	103	0	24
> CC1(C)CC(=O)C2=C(C1)OC(N)=C(C#N)C21C(=O)N2CCCc3cccc1c32 (centres undefined)
  6	0.2	3	9	6	0.9	98	92	6	10
> CCCc1nc2c(sc3nc4c(cc32)COC(C)(C)C4)c(=O)o1
  7	-0.2	4	-4	2	1	106	104	-8	3
> CCCN(CCC)S(=O)(=O)c1ccc(Cl)c([N+](=O)[O-])c1
  -2	-0.1	8	1	2	1.1	107	96	-3	-15
> CSc1nc2ccccc2c(=O)n1N
  1	-0.2	1	-4	-1	0.8	96	104	8	18
> O=C(c1ccco1)N1CCN(S(=O)(=O)c2ccc(C3CCCCC3)cc2)CC1
  -7	-0.3	-11	13	-5	0.8	92	88	15	16
> CC(C)CCN1C(=O)c2ccc(C(=O)Nc3c[nH]c(=O)[nH]c3=O)cc2C1=O
  -4	-0.2	6	-7	-6	1	98	105	11	-5
> COC(=O)c1ccc(CSc2cc(C)c3cc(C)cc(C)c3n2)o1
  -44	0.2	7	1	-5	0.9	105	98	-4	12
> O=C(Nc1ccc(S(=O)(=O)Nc2nccs2)cc1)c1cc(-c2ccccn2)nc2ccccc12
  -5	-0.1	3	-3	6	0.9	98	101	9	9
> COc1ccc(NS(=O)(=O)c2cc(NC(=O)c3ccc(C)o3)ccc2N2CCCCC2)cc1
  -4	-0.2	2	-21	1	0.8	107	119	-12	21
> O=C(O)CCCN1C(=O)/C(=C/c2cn(-c3ccccc3)nc2-c2cccs2)SC1=S
  0	0.2	15	9	-8	0.9	87	92	23	14
> CN1C(=O)/C(=C/C=C2\SCCN2C)SC1=S
  -174	0.1	-4	-63	-2	0.9	79	159*	24	7
> CC(=O)NC(Cc1ccccc1F)C(=O)NC1CCN(C(=O)c2cnccn2)CC1 (centres undefined)
  6	0.6	3	1	-7	0.9	97	99	6	15
> Cc1cc(NC(=O)CSc2ccc(-c3ccc(F)cc3)nn2)no1
  4	-0.4	11	13	4	1	108	87	-8	0
> COc1cccc(CN2CCN(Cc3ccc4c(c3)OCCO4)CC2CCO)c1 (centres undefined)
  -6	0.1	4	-9	9	1.2	101	106	6	-16
> CCOC(=O)c1sc2nc(SCC#N)n(CCCN3CCCC3=O)c(=O)c2c1C
  18	-0.3	-46	1	-19	1	84	99	24	0
> Cc1c(NC(=O)CN2C(=O)NC(C)(c3ccccc3)C2=O)c(=O)n(-c2ccccc2)n1C (centres undefined)
  -6	-0.4	-2	3	3	1	95	97	9	-4
> Cc1cc(SCC(=O)N(C)C2CCS(=O)(=O)C2)nc2c(C)cccc12 (centres undefined)
  16	-0.2	0	2	3	1	101	98	5	5
> CCN1CCN(C(=O)CCN2C(=O)COc3ccc(C)cc32)CC1
  8	-0.3	3	6	10	0.9	100	95	2	12
> O=C1c2c(O)cc(O)cc2O[C@H](c2ccc(O)c(O)c2)[C@@H]1O
  .	-0.3	36	.	.	0.5	.	.	.	54*
> Cc1csc(NC(=O)C2CCN(S(=O)(=O)c3ccc4c(c3)oc(=O)n4C)CC2)n1
  -4	-0.3	-4	2	-8	0.8	95	98	10	18
> Cc1cccc(-n2ccnc2SCC(=O)Nc2cc(C)on2)c1
  -3	-0.1	14	0	-1	0.9	94	100	13	6
> CC1=NOC2(C1)N(C)c1ccccc1C2(C)C (centres undefined)
  2	-0.1	7	6	-12	1.1	95	95	12	-5
> Cc1ccc2cc(CN(CCCO)S(=O)(=O)c3cccc4nsnc34)c(=O)[nH]c2c1
  17	-0.4	9	15	-3	0.9	103	86	3	6
> COc1ccc(OC)c(-n2c(-c3cnccn3)n[nH]c2=S)c1
  -14	0.1	6	-5	-19	0.8	105	105	-5	18
> CC(=O)Nc1nc(SCc2cccc3ccccc23)n[nH]1
  20	-0.3	-12	-6	-18	1	93	105	16	1
> Cc1nc(N)nc(N)c1/C=C/C(C)(C)c1ccc(Cl)cc1
  70*	-0.4	0	38*	-2	1.2	69	65	39	-18
> O=C(CN1C(=O)NC2(CCCCCCC2)C1=O)N1CCOCC1
  -2	-0.2	2	2	1	0.9	104	98	-1	9
> O=C(NCc1ccco1)/C(=C\c1ccco1)NC(=O)c1cccs1
  -16	-0.3	17	-7	6	1	108	105	-7	0
> CCc1c(C)nc2ccc(Br)cc2c1Cl
  -2	0.1	5	-8	-5	1	96	107	15	-4
> O=C(c1ccccc1)c1cncc(Br)c1
  -9	-0.1	-11	3	18	0.9	94	98	10	14
> CCN(CCNCC(O)COCc1ccc(Cl)cc1)c1cccc(C)c1 (centres undefined)
  0	-0.3	-8	-3	8	0.9	96	103	4	12
> Cc1ccc(CSc2nnc(SCC(=O)N/N=C/C=C/c3ccco3)s2)cc1
  22	-0.3	-9	-9	-3	0.9	89	108	12	9
> O=C(Cc1ccccc1F)Nc1nc(-c2cccnc2)cs1
  -1	0.0	1	5	8	1.2	83	93	25	-21
> CCCC(C)C(=O)Nc1nc(C)c(-c2csc(Nc3ccc(Cl)cc3)n2)s1 (centres undefined)
  -20	0.1	6	9	7	0.8	129	92	-35	17
> Cc1noc(C)c1C(=O)N1CCCC(C(=O)c2cccc(OC(C)C)c2)C1 (centres undefined)
  2	-0.3	14	-3	6	0.9	100	102	5	9
> Clc1ccc(-c2cn3c(n2)SCC3)cc1
  -153	-0.1	10	-66	-22	0.9	77	158*	33	5
> CN1CCN(CCC2Oc3cc([N+](=O)[O-])ccc3NC2=O)CC1 (centres undefined)
  -6	-0.3	10	-12	-11	0.9	104	109	1	13
> Cc1ccc(C(=O)Nc2ccc(F)cc2)o1
  -20	-0.4	0	-11	0	1	96	109	8	1
> O=C(NCc1ccco1)c1cc2n(n1)C(C(F)(F)F)CC(c1ccc(F)cc1)N2 (centres undefined)
  19	-0.3	-20	-4	5	0.8	107	104	-8	16
> COc1ccc(OCC(=O)N(C)Cc2ccccc2)cc1
  -8	0.0	5	-4	-1	0.8	109	105	-3	24
> CC1CCN(c2nc(-c3ccccc3O)nc3ccccc23)CC1
  -11	0.1	16	-4	2	0.9	124	104	-22	12
> Cc1ccc(NC(=O)COC(=O)COc2ccc(Cl)cc2)c([N+](=O)[O-])c1
  -1	-0.2	-9	-2	-1	0.8	104	102	-6	17
> CCOC(=O)N1CCC(N2CCN(Cc3ccccc3)C(CCO)C2)CC1 (centres undefined)
  -5	0.3	4	2	-16	1	101	97	1	-3
> O=C(CN1CC(=O)Nc2ccccc21)Nc1ccc(F)c(F)c1
  -4	-0.3	3	-13	-4	0.9	107	112	-8	11
> CN=c1scc(C)n1/N=C/c1cc(Br)c(O)c(OC)c1
  3	-0.3	1	-3	6	0.9	123	103	-24	10
> CCOC(=O)CNC(=O)CSc1nc(-c2ccc(C)cc2)ns1
  -16	-0.2	7	-10	7	0.9	96	109	12	12

# Arranged by SMILES length (low to high): nine of the compounds above.
# Each structure is followed by: APP transl inh	Hsp70 act	G6PDH counter	STAT1 blocker	TLR4 MyD88 comp	Diaphorase act	STAT3 act	STAT1 act	STAT3 blocker	Diaphorase inh
> CCc1c(C)nc2ccc(Br)cc2c1Cl
  -2	0.1	5	-8	-5	1	96	107	15	-4
> CC1=NOC2(C1)N(C)c1ccccc1C2(C)C (centres undefined)
  2	-0.1	7	6	-12	1.1	95	95	12	-5
> CC(=O)Nc1nc(SCc2cccc3ccccc23)n[nH]1
  20	-0.3	-12	-6	-18	1	93	105	16	1
> CC1CCN(c2nc(-c3ccccc3O)nc3ccccc23)CC1
  -11	0.1	16	-4	2	0.9	124	104	-22	12
> O=C(CN1CC(=O)Nc2ccccc21)Nc1ccc(F)c(F)c1
  -4	-0.3	3	-13	-4	0.9	107	112	-8	11
> O=C(NCc1ccco1)/C(=C\c1ccco1)NC(=O)c1cccs1
  -16	-0.3	17	-7	6	1	108	105	-7	0
> CCOC(=O)N1CCC(N2CCN(Cc3ccccc3)C(CCO)C2)CC1 (centres undefined)
  -5	0.3	4	2	-16	1	101	97	1	-3
> CCCC(C)C(=O)Nc1nc(C)c(-c2csc(Nc3ccc(Cl)cc3)n2)s1 (centres undefined)
  -20	0.1	6	9	7	0.8	129	92	-35	17
> Cc1ccc(NC(=O)COC(=O)COc2ccc(Cl)cc2)c([N+](=O)[O-])c1
  -1	-0.2	-9	-2	-1	0.8	104	102	-6	17
